APP transl inh = APP translation inhibition; 190,000 tested, 0.82% active; SH-SY5Y APP 5'UTR-luciferase reporter, luminescence; inhibition, % at 2 µM; AID 1285;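 active = inhibition above a set limit, derived from the sample mean plus 3 SD, cut at about 45% in these data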; note: values of inactives mirror those of a sister screen read the other way
STAT1 inh = reduces IFN-gamma driven STAT1 reporter signal. NIH 3T3 STAT1-luciferase reporter, luminescence. 200,000 tested, 0.35% active. inhibition, % at 5.5 µM;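 active = inhibition above a set limit, the mean inhibition across all tested compounds plus 3 SD, cut at about 34% in these data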;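 note: 0% = IFN-gamma with DMSO and 100% = IFN-gamma with 300 µM nifuroxazide; values of inactives mirror those of a sister screen read the other way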
STAT3 activator = increases IL-6 driven STAT3 reporter signal; U3A cells, IL-6 STAT3-luciferase reporter, luminescence; 100% = signal with IL-6 EC80 alone; activation (% of control), % at 5.6 µM; 190,000 tested, 0.91% active; AID 871;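 active = activation above the screen-wide mean of compound activation plus 3 SD, cut at about 130% in these data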;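 note: 0% = background luminescence of wells with medium and substrate only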
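Material: human U3A cells carrying STAT3-luciferase construct. Measured by: reporter luminescence signal. Timing: compound 1 h, then IL-6 6 h at 37 °C.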
ROMK primary = modulates human ROMK potassium channel activity; P48048; Tet-inducible ROMK, thallium flux fluorescence; actives lie on both sides; B-score at 10 µM; 130,000 tested, 2% active;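 active = signal ratio slope over the read window, or its plate-corrected B-score, at least 3 SD from the plate mean, either direction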;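 note: B-score of the F/F0 ratio slope over 7 to 12 s after thallium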
Target sequence (P48048 whole entry, looked up): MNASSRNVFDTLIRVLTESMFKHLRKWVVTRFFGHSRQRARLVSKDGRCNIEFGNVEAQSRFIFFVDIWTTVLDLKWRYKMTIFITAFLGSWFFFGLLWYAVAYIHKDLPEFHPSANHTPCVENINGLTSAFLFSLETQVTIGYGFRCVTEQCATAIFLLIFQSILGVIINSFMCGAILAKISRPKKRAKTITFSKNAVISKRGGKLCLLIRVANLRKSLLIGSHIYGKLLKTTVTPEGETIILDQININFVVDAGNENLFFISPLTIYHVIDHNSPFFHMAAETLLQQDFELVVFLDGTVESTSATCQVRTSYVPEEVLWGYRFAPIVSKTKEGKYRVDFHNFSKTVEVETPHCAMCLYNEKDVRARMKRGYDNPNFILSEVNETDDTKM
FLuc inh counter = Photinus pyralis luciferase inhibition counter-screen; AID 1006; inhibition, % at 10 µM; P08659; ATPLite firefly luciferase biochemical luminescence, 10 min; 200,000 tested, 1.5% active;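 active = inhibition above about 50% when tested at 10 µM, limit read from the data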
Target sequence (P08659 whole entry, looked up): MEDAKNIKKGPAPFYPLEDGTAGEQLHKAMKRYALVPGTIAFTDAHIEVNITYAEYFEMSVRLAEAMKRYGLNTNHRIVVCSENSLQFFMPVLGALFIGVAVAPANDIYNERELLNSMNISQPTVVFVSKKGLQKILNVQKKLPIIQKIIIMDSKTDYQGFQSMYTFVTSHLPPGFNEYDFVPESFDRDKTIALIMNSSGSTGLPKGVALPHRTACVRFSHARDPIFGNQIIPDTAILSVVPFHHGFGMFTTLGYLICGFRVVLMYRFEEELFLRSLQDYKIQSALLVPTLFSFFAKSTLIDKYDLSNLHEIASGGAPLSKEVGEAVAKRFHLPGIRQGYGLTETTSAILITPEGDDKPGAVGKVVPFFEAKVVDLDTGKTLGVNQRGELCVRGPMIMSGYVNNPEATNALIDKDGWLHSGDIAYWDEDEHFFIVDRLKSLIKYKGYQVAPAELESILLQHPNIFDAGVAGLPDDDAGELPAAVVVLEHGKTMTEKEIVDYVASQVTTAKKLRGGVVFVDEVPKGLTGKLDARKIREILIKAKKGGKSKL
APP 5'UTR act = activates APP 5'UTR luciferase reporter; SH-SY5Y APP 5'UTR luciferase reporter, luminescence; zero percent = DMSO vehicle wells; activation, % at 2 µM; 190,000 tested, 1% active; AID 1276;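 active = activation above a set limit, based on mean plus 3 SD of controls, cut at about 140% in these data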; note: values of inactives mirror those of a sister screen read the other way
STAT3 inh = reduces IL-6 driven STAT3 reporter signal | 190,000 tested, 0.89% active | U3A cells, IL-6 STAT3-luciferase reporter, luminescence; host cell line lacks STAT1 | inhibition, % at 5.5 µM;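 active = inhibition above the mean inhibition across all screened compounds plus 3 SD, cut at about 44% in these data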;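 note: 0% = DMSO only wells and 100% = 100 µM nifuroxazide control wells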
STAT1 activator = increases IFN-gamma driven STAT1 reporter signal. NIH 3T3 STAT1-luciferase reporter, luminescence; 100% = IFN-gamma alone, no compound. activation (% of control), % at 5.5 µM. 200,000 tested, 2.6% active. AID 932;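 active = activation above the screen-wide mean activation plus 3 SD, cut at about 130% in these data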;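 note: raw ratio to IFN-gamma control signal so 100% means no change and 0% no light; values of inactives mirror those of a sister screen read the other way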
FLuc act counter = firefly luciferase counter-screen for stimulation assays; P08659; ATPlite luciferase biochemical, luminescence, 10 min; 0 = ATP-free wells, 1 = DMSO control; activation factor at 10 µM; 200,000 tested, under 10 active;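 active = luciferase activation factor, scaled between plate controls, of at least 2 with compound at 10 µM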
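Material: Luciferase/luciferin reagent mix; Doses: test compounds dosed from 2 mM stocks in 100% DMSO; Schedule: 10 min incubation after luciferase reagent addition, room temperature; Measured by: luminescence from luciferase reaction; Read-out: luminescence gain marking luciferase activators.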
NF-kB expr up = raises NF-kB expression in human neuronal cells; NF-kB reporter expression; hits give high values; fold change at 12.5 µM; 190,000 tested, 1.6% active; in the data active = fold change above about 3.3
Starred values were filed as active, the others as inactive; x = not tested or not shown. Rows were taken by chance. Share with any hit: about 7.1%.

SMILES | APP transl inh | STAT1 inh | STAT3 activator | ROMK primary | FLuc inh counter | APP 5'UTR act | STAT3 inh | STAT1 activator | FLuc act counter | NF-kB expr up
N#Cc1c(N2CCN(C(=O)c3ccccc3Cl)CC2)nc(-c2ccccc2)c2c1CCCC2 | 7 | -2 | 104 | 0.74 | -10 | -7 | 3 | 102 | 1.1 | 0.76
C/C(Cl)=C/CSc1nc2c(c(=O)[nH]c(=O)n2C)n1C(C)C | -15 | -3 | 108 | 0.098 | -1 | 15 | -4 | 103 | 1 | 0.77
Cc1cc(C)n(CCCNC(=O)c2ccc(S(=O)(=O)NCc3ccco3)cc2)n1 | -9 | 2 | 103 | -0.27 | -2 | 9 | -1 | 98 | 1 | 1.2
Cc1c(Cl)cccc1NC(=O)CSC(N)=O | -19 | -3 | 86 | -2.6* | -10 | 19 | 23 | 102 | 1.1 | 1.3
Cc1c(NC(=O)/C=C/c2cn(-c3ccccc3)nc2-c2ccccc2)c(=O)n(-c2ccccc2)n1C | -10 | -10 | 74 | x | -3 | 10 | 41 | 109 | 1 | 0.44
CCCc1cc(=O)[nH]c(SCCCCN2C(=O)c3ccccc3C2=O)n1 | 9 | 4 | 107 | 0.27 | -2 | -9 | -7 | 97 | 1 | 0.92
COCc1c(C(=O)N/N=C/C2CC=CCC2)nnn1-c1nonc1N (configuration not stated) | 7 | -6 | 102 | -0.55 | 2 | -7 | -2 | 105 | 1 | 0.85
CCN(CC)C(=O)Oc1ccc2c(=O)c(-c3ccc(OC)cc3)coc2c1 | -74 | -47 | 88 | -0.19 | 1 | 74 | 16 | 144* | 1 | 1.8
CCN(CC)S(=O)(=O)c1cc(OC)c(C)cc1C | -8 | 2 | 96 | 0.11 | -3 | 9 | 9 | 95 | 1 | 1.1
O/N=C/c1cn(-c2ccccc2)nc1-c1ccc2c(c1)OCCO2 | -4 | -5 | 102 | x | -4 | 5 | 0 | 104 | 1 | 1.1
c1ccc2sc(N3CCCN(Cc4nc(-c5cnccn5)no4)CC3)nc2c1 | 0 | 1 | 87 | 0.21 | -3 | -1 | 19 | 97 | 1 | 0.93
COc1ccc(/C=C/C(=O)Nc2cc(C)nn2-c2nc3ccccc3[nH]2)cc1 | -72 | -5 | 95 | 0.77 | 67* | 72 | 5 | 105 | 0.3 | 1.1
COC(=O)C1C(=O)C2=C(CC1C)Nc1ccccc1NC2c1cccs1 (configuration not stated) | 9 | 4 | 107 | 0.52 | -2 | -9 | -6 | 96 | 1 | 1.1
COc1ccc(N(C(=O)c2ccco2)S(=O)(=O)c2cc(OC)ccc2OC)cc1 | -12 | 3 | 103 | x | 0 | 12 | -1 | 97 | 1 | 1.2
CCOC(=O)N1CCN(C(=O)c2ccc(CS(=O)(=O)c3c(Cl)cccc3Cl)o2)CC1 | 5 | -7 | 102 | x | -1 | -5 | -2 | 108 | 1 | 1
Cc1ccc(Nc2nnc(SCC(=O)NC3CCS(=O)(=O)C3)s2)c(C)c1 (configuration not stated) | -12 | -4 | 105 | -0.92 | 3 | 13 | -5 | 103 | 1 | 0.86

A few values from above.
FLuc act counter result of CCOC(=O)N1CCN(C(=O)c2ccc(CS(=O)(=O)c3c(Cl)cccc3Cl)o2)CC1 : 1
APP 5'UTR act result of Cc1cc(C)n(CCCNC(=O)c2ccc(S(=O)(=O)NCc3ccco3)cc2)n1 : 9
APP transl inh result of CCN(CC)C(=O)Oc1ccc2c(=O)c(-c3ccc(OC)cc3)coc2c1 : -74
STAT3 inh result of COCc1c(C(=O)N/N=C/C2CC=CCC2)nnn1-c1nonc1N (configuration not stated) : -2
STAT1 inh result of COc1ccc(N(C(=O)c2ccco2)S(=O)(=O)c2cc(OC)ccc2OC)cc1 : 3
STAT3 activator result of O/N=C/c1cn(-c2ccccc2)nc1-c1ccc2c(c1)OCCO2 : 102

(further entries)
SMILES | APP transl inh | STAT1 inh | STAT3 activator | ROMK primary | FLuc inh counter | APP 5'UTR act | STAT3 inh | STAT1 activator | FLuc act counter | NF-kB expr up
COc1ccccc1CN1C[C@@H]2C[C@@H](c3ccc(C)c(C)c3)N3CCC[C@@]23C1=O | -14 | -6 | 104 | -2.1 | 5 | 15 | -2 | 104 | 1 | 0.9
O=c1[nH]c(SCCOc2ccccc2F)nc2ccccc12 | -6 | -27 | 85 | -1.2 | -8 | 6 | 20 | 123 | 1.1 | 1.8
CC1(C)Cc2cccc(OCC(=O)N3CCN(c4ccccc4)CC3)c2O1 | 16 | 6 | 102 | x | -1 | -16 | -8 | 95 | 1 | 0.92
COc1cc(-c2nc(-c3ccc4c(c3)-c3ccccc3S4(=O)=O)c(-c3ccccc3)[nH]2)cc(OC)c1OC | -23 | -12 | 108 | x | -2 | 23 | -8 | 111 | 1 | 0.51
Cc1cc(C)nc(NS(=O)(=O)c2ccc(N3C(=O)C4C5C=CC(C5)C4C3=O)cc2)n1 (configuration not stated) | 5 | 3 | 96 | 0.31 | -6 | -5 | 7 | 97 | 1.1 | 1.4
CC1CCc2nc(NC(=O)CN3CCN(c4ccc(F)cc4)CC3)sc2C1 (configuration not stated) | 5 | -6 | 102 | -2.3 | -2 | -5 | 2 | 106 | 1 | 1.1
COc1ccccc1NC(=O)CN1C(=O)C(C)Oc2ccccc21 (configuration not stated) | -2 | 1 | 107 | x | -4 | 1 | -6 | 99 | 1 | 1
Clc1ccc2oc(-c3ccccc3)nc2c1 | 8 | -34 | 117 | -0.79 | 44 | -8 | -20 | 128 | 0.6 | 2.1
O=C(NCCc1ccccc1)Nc1ccc(Cl)cc1 | x | -53 | 107 | 0.38 | -5 | x | -8 | 147* | 1.1 | 2.8
Cc1c(Br)cc(C(=O)NCCCN2CCOCC2)c(C)c1C | 3 | -8 | 105 | -0.69 | -4 | -3 | -6 | 107 | 1 | 0.97
Cc1c(N=Nc2ccc(N(C)C)cc2)c(=O)n(-c2ccccc2)n1C | -57 | -31 | 115 | -0.94 | 13 | 57 | -12 | 127 | 0.9 | 1.8
O=[N+]([O-])c1ccccc1OCCCN1CCOCC1 | -11 | -2 | 104 | x | -6 | 11 | -5 | 102 | 1.1 | 1.1
COc1ccc(-n2c(C)n[nH]c2=O)cc1OC | -2 | 2 | 105 | x | -4 | 2 | -3 | 98 | 1 | 1.1
CCN(CC)CCNC(=O)Cc1c(C(=O)O)n(C)c2ccccc12 | -8 | 8 | 104 | 0.091 | 2 | 8 | -2 | 93 | 1 | 1.3
O=C1CCCc2c1cnc1ncnn21 | 1 | -3 | 99 | -0.96 | 3 | -1 | 8 | 101 | 1 | 1.2
Cc1ccc(N2CC(C(=O)Nc3ccc4c(c3)OCCO4)CC2=O)cc1 (configuration not stated) | 8 | -2 | 111 | x | -9 | -8 | -8 | 102 | 1.1 | 0.63

STAT1 activator: entries above that show a hit
mol,APP transl inh,STAT1 inh,STAT3 activator,ROMK primary,APP 5'UTR act,STAT1 activator,NF-kB expr up
CCN(CC)C(=O)Oc1ccc2c(=O)c(-c3ccc(OC)cc3)coc2c1,-74,-47,88,-0.19,74,144*,1.8
O=C(NCCc1ccccc1)Nc1ccc(Cl)cc1,x,-53,107,0.38,x,147*,2.8

In the list so far, these contain fluorine:
SMILES | APP transl inh | STAT1 inh | STAT3 activator | ROMK primary | FLuc inh counter | APP 5'UTR act | STAT3 inh | STAT1 activator | FLuc act counter | NF-kB expr up
O=c1[nH]c(SCCOc2ccccc2F)nc2ccccc12 | -6 | -27 | 85 | -1.2 | -8 | 6 | 20 | 123 | 1.1 | 1.8
CC1CCc2nc(NC(=O)CN3CCN(c4ccc(F)cc4)CC3)sc2C1 (configuration not stated) | 5 | -6 | 102 | -2.3 | -2 | -5 | 2 | 106 | 1 | 1.1

Additional records:
SMILES | APP transl inh | STAT1 inh | STAT3 activator | ROMK primary | FLuc inh counter | APP 5'UTR act | STAT3 inh | STAT1 activator | FLuc act counter | NF-kB expr up
CC(O)c1nc2ccc(Cc3ccc4nc(C(C)O)[nH]c4c3)cc2[nH]1 (configuration not stated) | -9 | 10 | 100 | x | 4 | 9 | 5 | 91 | 1 | 1.1
O=C(CC(c1cccs1)S(=O)(=O)c1ccccc1)c1ccc(F)cc1 (configuration not stated) | -36 | -17 | 97 | -0.17 | 6 | 36 | 3 | 115 | 0.9 | 0.97
O=c1[nH]c(=O)n([C@H]2C[C@H](O)[C@@H](CO)O2)cc1C(F)(F)F | 59* | -10 | 103 | x | -9 | -59 | 0 | 109 | 1.1 | 5.4*
COc1ccc(C(=O)NCc2nnc(SCC(=O)Nc3nc4ccccc4s3)o2)cc1OC | 14 | -3 | 93 | 0.21 | -10 | -14 | 8 | 103 | 1.1 | 1
COc1cc(/C=N/Nc2cccc(C)c2)ccc1OC(=O)c1cccs1 | 1 | 9 | 99 | 0.57 | -16 | -1 | 2 | 92 | 1.2 | 1.4
Cc1ccc(C2C3=C(CC(C)(C)CC3=O)N=C3c4ccccc4C(=O)C32)cc1 (configuration not stated) | -14 | 4 | 94 | -1.4 | -2 | 14 | 4 | 96 | 1 | 0.68
Cc1csc(SCC(=O)Nc2ccc(Cl)cn2)n1 | -12 | -6 | 100 | x | -8 | 12 | 6 | 106 | 1.1 | 1.2
Cc1cc(-n2c(C)cc(C(=O)COc3ccc([N+](=O)[O-])cc3)c2C)no1 | -5 | -6 | 94 | 0.012 | -3 | 5 | 12 | 104 | 1 | 1
Cc1ccc2[nH]cc(CCNC(=O)CN3C(=O)c4ccccc4C3=O)c2c1 | -9 | 2 | 101 | -0.1 | -1 | 9 | 2 | 98 | 1 | 1.3
Cc1[nH]c2ccccc2c1/C=N/Nc1ccccc1[N+](=O)[O-] | -35 | -17 | 116 | 0.31 | 10 | 35 | -15 | 113 | 0.9 | 1.4
Cc1ccccc1S(=O)(=O)Nc1cccnc1 | 23 | 2 | 106 | x | -6 | -23 | -4 | 102 | 1.1 | 1.1
Cn1c(=O)[nH]c2cc(Cl)cnc21 | 3 | -6 | 98 | x | -9 | -3 | 8 | 106 | 1.1 | 1.5
CCc1ccccc1NC(=O)N[C@@H](C)C(=O)O | -9 | 10 | 93 | 0.9 | -3 | 9 | 10 | 91 | 1 | 0.96
CCc1c(C)nc2ncnn2c1NCCc1ccc(OC)cc1 | 20 | 20 | 44 | x | -6 | -20 | 66* | 81 | 1.1 | 0.92
CCC(C)(C)n1nnnc1C(c1ccc2ncccc2c1)N1CCN(Cc2ccc3c(c2)OCO3)CC1 (configuration not stated) | -1 | -1 | 103 | x | -7 | 1 | 4 | 101 | 1.1 | 0.93
CC(C)c1nnc(NC(=O)C2CCN(c3nc4ccccc4s3)CC2)s1 | -4 | 1 | 104 | -0.11 | -6 | 4 | 2 | 98 | 1.1 | 1.2
O=C(/C=C/c1ccc(Cl)cc1)NC(=S)NN1CCCCC1c1cccnc1 (configuration not stated) | 13 | 0 | 85 | x | -1 | -13 | 20 | 100 | 1 | 0.91
CN1CCN(c2ccccc2NC(=O)c2ccc(-c3cccc([N+](=O)[O-])c3)o2)CC1 | 8 | 4 | 98 | -2.4* | -3 | -7 | 6 | 96 | 1 | 0.29
O=C(Nc1ccccc1-c1nc2ccccc2s1)C1=COCCO1 | 6 | -5 | 93 | -0.24 | -1 | -6 | 6 | 105 | 1 | 1.3

Bioassay records (PubChem)
